Screening results (PubChem)
V-ATPase pH: regulators of yeast V-ATPase proton pumping, primary screen, pHLuorin cytosolic pH fluorescence; S. cerevisiae; response, % at 10 µM; 350,000 tested, 0.37% active; AID 504577, 2011; in the data active = response mostly above about 7.3%, no sharp cut-off; inactive = mostly below about 5.4%; also: actives read high; inactives centre near 0; some compounds called inactive have numbers as strong as hits; reference of the scale not given here
dFosB activator: activators of delta FosB homodimer, primary screen, biochemical, fluorescence polarization, TAMRA-CDK5 oligo, single point; Protein FosB (Mus musculus), P13346; purified delta FosB; percent of positive-control signal above neutral wells; activation, % at 25 µM; 340,000 tested, 0.99% active; AID 493131, 2011;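 active = mean activation above about 17%, with every replicate also reaching it, limit read from the data, passing the limit was not always enough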;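 also: fluorescence polarization rise as delta FosB binds a TAMRA Cdk5 AP-1 oligo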
Target sequence (P13346 whole entry, looked up): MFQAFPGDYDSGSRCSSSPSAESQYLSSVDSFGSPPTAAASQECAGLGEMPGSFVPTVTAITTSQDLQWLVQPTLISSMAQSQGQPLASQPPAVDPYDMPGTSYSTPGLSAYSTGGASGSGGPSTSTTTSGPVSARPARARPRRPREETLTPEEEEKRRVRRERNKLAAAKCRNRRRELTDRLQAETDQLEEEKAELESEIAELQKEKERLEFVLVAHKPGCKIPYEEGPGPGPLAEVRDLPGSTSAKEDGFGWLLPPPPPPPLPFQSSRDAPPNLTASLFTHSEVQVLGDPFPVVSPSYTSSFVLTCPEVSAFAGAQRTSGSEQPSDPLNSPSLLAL
Wnt act: Wnt/beta-catenin pathway activators, primary screen, cell-based, plate reader, single point; Wnt/beta-catenin reporter cell assay, activator; activation, % at 9.35 µM; 300,000 tested, 1.2% active; in the data active = activation above about 30%, passing the limit was not always enough;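 also: 0% = neutral control wells and 100% = positive control wells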
CDK5 inh: inhibitors of human CDK5/p35 kinase, primary screen, biochemical, single concentration; Cyclin-dependent kinase 5 (Homo sapiens) + Cyclin-dependent kinase 5 activator 1 (Homo …; Recombinant CDK5/p35, ADP-Glo luminescence, 60 min; inhibition, % at 10 µM; 330,000 tested, 0.01% active;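 active = highest replicate inhibition of at least 50% and at least 75% of replicates reaching 50%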;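 also: plate controls were DMSO neutral control for no effect and GW8510 at 10 µM for full effect; many of its hits are not listed in these tables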
HTR5A inv ctr: HTR5A inverse agonists in luminescence cell assay, primary screen, counter-screen for OPRM1-OPRD1 heterodimer inverse agonist project, full-deck HTS | 5-hydroxytryptamine receptor 5A (Homo sapiens), P47898 | HTR5A cell line, inverse agonism | inhibition, % at 9.3 µM | 340,000 tested, 0.083% active | AID 504634, 2011; in the data active = inhibition mostly above about 23%, no sharp cut-off; inactive = mostly below about 18%;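 also: 0% = cells with DMSO and 100% = no-cell wells with DMSO; some compounds called inactive have numbers as strong as hits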
SR-BI DiI inh: inhibitors of SR-BI mediated HDL lipid uptake, primary screen, ldlA[mSR-BI] cells, fluorescence, single point; Scavenger receptor class B member 1 (Mus musculus), Q61009; ldlA[mSR-BI] CHO cells, DiI-HDL uptake fluorescence, 3 h; inhibition, % at 12.5 µM; 320,000 tested, 0.96% active; AID 488896, 2010;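 active = mean replicate inhibition of at least 70% and a set share of replicates each scoring 70 or more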;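 also: 0% = median of neutral control wells and 100% = median of positive control wells; values of inactives mirror those of a sister screen read the other way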
Target sequence (Q61009 whole entry, looked up): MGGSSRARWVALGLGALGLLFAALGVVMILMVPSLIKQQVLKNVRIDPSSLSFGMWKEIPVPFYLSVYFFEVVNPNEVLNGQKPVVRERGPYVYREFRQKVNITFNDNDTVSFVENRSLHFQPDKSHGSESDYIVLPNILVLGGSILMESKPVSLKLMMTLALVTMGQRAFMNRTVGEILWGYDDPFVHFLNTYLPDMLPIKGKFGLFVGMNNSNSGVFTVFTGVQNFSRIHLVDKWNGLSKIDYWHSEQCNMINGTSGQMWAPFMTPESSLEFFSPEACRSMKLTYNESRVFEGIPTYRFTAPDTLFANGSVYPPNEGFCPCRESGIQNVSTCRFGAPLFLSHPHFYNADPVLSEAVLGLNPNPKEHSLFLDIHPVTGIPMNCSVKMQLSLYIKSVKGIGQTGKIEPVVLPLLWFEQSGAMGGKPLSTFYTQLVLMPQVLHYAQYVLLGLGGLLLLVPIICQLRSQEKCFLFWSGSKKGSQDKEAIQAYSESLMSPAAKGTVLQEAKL
HTR5A ag ctr: HTR5A agonists in luminescence cell assay, primary screen, counter-screen for OPRM1-OPRD1 heterodimer agonist project, full-deck HTS; 5-hydroxytryptamine receptor 5A (Homo sapiens), P47898; cell-based; activation, % at 9.3 µM; 340,000 tested, 0.61% active; AID 504692, 2011; in the data active = activation mostly above about 9.5%, no sharp cut-off; inactive = mostly below about 7.6%;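 also: 0% = cells with vehicle only and 100% = reference agonist; strong numbers were not always called active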
PvdQ inh: P. aeruginosa PvdQ acylase inhibitors, primary screen, biochemical, fluorescence, plate reader and imaging, single point; purified PvdQ acylase; inhibition, % at 10 µM; 340,000 tested, 0.063% active; in the data active = inhibition above about 30%, passing the limit was not always enough;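 also: 0% = vehicle neutral wells and 100% = reference inhibitor wells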
NSD2 HMT inh: NSD2 histone methyltransferase inhibitors, primary screen, biochemical, AlphaScreen, single concentration, set 2. Histone-lysine N-methyltransferase NSD2 (Homo sapiens), O96028. NSD2 peptide methylation, 120 min. inhibition, % at 12.5 µM. 310,000 tested, 0.54% active. AID 743445, 2014; in the data active = inhibition above about 50%
MITF act: activators of MITF-driven TRPM1 promoter reporter, primary screen, cell-based, SK-MEL-5, luciferase, single point | SK-MEL-5 TRPM1-promoter luciferase, 24 h; % of positive control, neutral wells = 0 | activation, % at 12.5 µM | 300,000 tested, 0.75% active | AID 588334, 2011;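 active = mean activation of at least 80% with every replicate also reaching 80%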;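 also: 0% = neutral control wells and 100% = parthenolide positive control wells; values of inactives mirror those of a sister screen read the other way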
* marks the source's active call; other numbers are inactive results; x = not tested or not shown.

SMILES | V-ATPase pH | dFosB activator | Wnt act | CDK5 inh | HTR5A inv ctr | SR-BI DiI inh | HTR5A ag ctr | PvdQ inh | NSD2 HMT inh | MITF act
CCOC(=O)CSc1nnc(Cc2ccccc2)n1-c1ccc(C)cc1 | -2 | -3 | -4 | -1.2 | -28 | -20 | -3 | -12 | 3 | 9
CCOC(=O)c1c(SCC(=O)Nc2nccs2)nc(C)c(C)c1C | -9 | -5 | 14 | 0.0 | 7 | 25 | 1 | -12 | 9 | 52
Cc1ccc(N(CC(=O)N/N=C/c2ccco2)S(=O)(=O)c2ccccc2)cc1 | 0 | -3 | -3 | 0.6 | 16 | 7 | -1 | -15 | 1 | 6
COc1cc(-c2c(C#N)c(N)nc(SCc3ccncc3)c2C#N)cc(OC)c1OC | -3 | -3 | -2 | 0.4 | 3 | -18 | 2 | -4 | 0 | -8
Cc1ccc(NC(=O)CC(C)CC(=O)NCc2ccccc2)cc1Cl (stereo not drawn) | -2 | -1 | 0 | -10 | -5 | -12 | 2 | -4 | -3 | 16
O=C(CN(C(=O)Cn1nnc(-c2ccc(F)cc2)n1)C1CCCC1)NC1CCCC1 | 3 | -9 | x | -0.3 | -22 | 94* | 4 | -5 | 1 | 3
COc1ccc2cc(-c3[nH]ncc3CN3CCCN(c4ccccc4)CC3)ccc2c1 | -2 | 10 | 3 | 0.4 | -1 | 2 | 0 | -7 | x | 20
O=C(Nc1ccccc1OC(F)F)c1oc2ccccc2c1COc1ccccc1 | -6 | -3 | 11 | 0.6 | -12 | 14 | 2 | 5 | -2 | 14
Cc1ccc(NC(=O)c2c(C(F)(F)F)nn(C)c2Cl)cc1C | 2 | -1 | x | -2.2 | -6 | -7 | 2 | -1 | -2 | 11
NC(=O)c1ccccc1 | 1 | 1 | -1 | 0.6 | 2 | -8 | 0 | 8 | x | 9
C[C@H]1COC(=O)[C@H](Cc2ccc(F)cc2)CC/C=C/C[C@@H](CC(=O)N(CCO)Cc2ccccc2)C(=O)N1 | 0 | -8 | 1 | -0.2 | -12 | -2 | 3 | -16 | x | -7
COc1cc(/C=N/N2CCN(c3ccccc3)CC2)ccc1OC(C)=O | -5 | 3 | 4 | -2.8 | -2 | 10 | 1 | -12 | 3 | x
COc1ccc(NC(=O)CN(Cc2ccccc2)S(C)(=O)=O)cc1OC | -1 | 5 | -1 | 0.4 | -14 | -14 | 3 | -3 | 1 | 13
COc1cc(S(=O)(=O)NCc2ccccn2)ccc1Cl | 1 | -1 | -1 | 1.8 | -5 | 4 | 1 | -14 | -4 | x
Brc1cccc(-c2nnc3sc(CN4CCCCC4)cn23)c1 | 1 | 8 | -2 | 0.1 | 6 | -14 | 2 | -15 | x | 1
Cc1cc(C)cc(OC(C)c2ccnc3nc(/N=C/N(C)C)nn23)c1 (stereo not drawn) | -2 | -9 | x | -0.1 | -1 | -2 | -2 | -16 | 2 | 13
COc1ccc(OCC(=O)Nc2cc(S(=O)(=O)N3CCCC3)ccc2OCC(F)(F)F)cc1 | 12 | 12 | 3 | 0.6 | -5 | 16 | 2 | -9 | -2 | 4
CCN(CC)C(=O)CN(C#N)c1nc(NC(C)C)nc(NC(C)C)n1 | -4 | 0 | -5 | -1.8 | 4 | -17 | -1 | -14 | 1 | x
CO[C@H]1O[C@H](CBr)[C@@H](OC(=O)c2ccccc2)[C@H](O)[C@H]1O | -3 | 4 | 1 | -2.1 | -5 | 14 | 1 | -5 | -5 | x
COc1ccc(Nc2c[nH]c(=O)[nH]c2=O)cc1 | 15 | 0 | 11 | -2.3 | 2 | -9 | -1 | -12 | 26 | -3
CCc1nc(CN2CCN(Cc3ccc(F)c(F)c3)C(CCO)C2)c(C)[nH]1 (stereo not drawn) | 0 | -3 | -1 | 0.2 | 12 | 10 | 4 | 0 | -3 | 4
C/C(=N\NC(=O)c1cc2ccccc2cc1O)c1cc2ccccc2o1 | 3 | 4 | 6 | -0.6 | -26 | 14 | 9 | 1 | -7 | -12
COc1cccc(N(CC(=O)NC2CCCC2)C(=O)CCCC(=O)Nc2ccccn2)c1 | 0 | -9 | -1 | -1.0 | 1 | 21 | 1 | -16 | 14 | 0
COc1cccc(OC)c1C(=O)Nc1ccccc1C(=O)N1CCCCCC1 | -4 | 1 | 0 | -3.3 | -10 | -7 | 4 | -8 | 0 | 7
Cc1nn(-c2cc(C(F)(F)F)ccc2Cl)c2nc(C(F)(F)F)[nH]c(=O)c12 | 2 | 4 | -4 | -2.3 | -6 | -9 | 1 | -8 | -3 | -7
Cc1ccccc1NC(=O)Cc1nnc(SCc2ccc(Cl)c(Cl)c2)n1C | 1 | 3 | x | 1.8 | -15 | -2 | 1 | -16 | -6 | -7
[O-]/C(=C(\C(=S)Nc1ccc(SC(F)F)cc1)[n+]1ccccc1)c1cc(Cl)ccc1Cl | -4 | 1 | 14 | 1.1 | 1 | 14 | 0 | -5 | -8 | -12
O=C(N/N=C/c1ccc2c(c1)OCO2)c1ccc(Cn2cc([N+](=O)[O-])cn2)o1 | 4 | -6 | -1 | 1.3 | -7 | 21 | 3 | -11 | -4 | 15
CCN(/N=C/c1ccc(Cl)cc1)c1cc(=O)n(C)c(=O)[nH]1 | -3 | -19 | -2 | 0.0 | -3 | 17 | -3 | -5 | -2 | -12
COc1cc(NS(=O)(=O)c2ccc(NC(=O)C3CCCO3)cc2)nc(OC)n1 (stereo not drawn) | 0 | -7 | 0 | -1.6 | 22 | 0 | -4 | -14 | x | 7
CCCSCC(=O)Nc1ncc2c(n1)-c1ccccc1CC2 | -1 | -4 | -1 | 1.2 | 5 | -15 | -2 | -17 | -3 | 24
CCCC(=O)Nc1ccc2nc(SCC(=O)Nc3nccs3)sc2c1 | -2 | -3 | x | -0.5 | -8 | -41 | -1 | 0 | 0 | 1
O=C(NCC(O)c1ccc([N+](=O)[O-])cc1)C(c1ccccc1)c1ccccc1 (stereo not drawn) | 4 | -5 | -4 | 1.4 | -19 | -6 | 3 | 6 | -3 | -4
Cc1ccc(S(=O)(=O)Nc2c(C)n(C)n(-c3ccccc3)c2=O)cc1C(=O)OC(C)C(=O)c1ccccc1 (stereo not drawn) | 3 | -15 | -3 | 1.2 | 13 | 20 | -5 | -6 | 0 | 13
c1ccc(C2=Nc3ccccc3OC2)cc1 | 1 | -1 | 7 | -2.7 | -14 | -9 | 2 | -4 | -1 | -1
C=C1CCC2[C@](C)(CO[C@@H]3O[C@H](CO)[C@@H](O)[C@H](O)[C@H]3O)CCC[C@@]2(C)[C@@H]1CCC1=CCOC1=O (stereo partly drawn) | -1 | -4 | -1 | 2.6 | -27 | -13 | -9 | 23 | x | x
CCN(c1ccc(NC(=O)CCc2nc3sc4c(c3c(=O)[nH]2)CCCC4)cc1)C(C)C | 0 | -17 | -14 | -0.1 | 2 | 7 | -1 | -9 | 1 | 0
COc1ccccc1OCCn1c(SCC(N)=O)nc2ccccc21 | -1 | -2 | 0 | 1.3 | 4 | -25 | -1 | -12 | 35 | x
CCOc1ccc(NC(=O)c2ccc(NC(=O)c3cn4c5c(c(N6CCN(C)CC6)c(F)cc5c3=O)OCC4C)cc2)cc1 (stereo not drawn) | 1 | -5 | -8 | 0.9 | 3 | 25 | 5 | -11 | x | 6
COc1ccc(C(=O)Nc2cccc(C(=O)Nc3cc(C)ccn3)c2)cc1 | 2 | -14 | 5 | 1.3 | -20 | 57 | 5 | 3 | 8 | x
Cc1cccc2cc3c(nc12)SC(=NCC1CCCO1)N(Cc1ccco1)C3 (stereo not drawn) | 1 | -1 | x | -0.2 | -11 | -16 | 8 | 0 | x | -5
CSc1nnc(-c2ccncc2)n1CCCN1CCCC1=O | -4 | -3 | x | 0.0 | -33 | -11 | 6 | 9 | -1 | -3
O=C(NCc1cccnc1)C1CCN(S(=O)(=O)N2CCC3(CC2)OCCO3)CC1 | -2 | -4 | -1 | 2.5 | -14 | -11 | 5 | -2 | 0 | 6
O=C(CCN1CCCCC1)Nn1c(=S)[nH]c2ccccc2c1=O | -1 | -1 | 1 | -0.2 | 10 | 0 | -4 | -8 | 6 | 2
Cc1ccc(C(=O)OCC(=O)Nc2cccc(S(=O)(=O)N3CCCCC3)c2)o1 | 1 | -11 | -3 | -2.3 | -11 | 0 | 5 | -5 | 2 | -15

Entries of single compounds as entered above. Values in the order: V-ATPase pH	dFosB activator	Wnt act	CDK5 inh	HTR5A inv ctr	SR-BI DiI inh	HTR5A ag ctr	PvdQ inh	NSD2 HMT inh	MITF act
O=C(NCc1cccnc1)C1CCN(S(=O)(=O)N2CCC3(CC2)OCCO3)CC1 reads -2	-4	-1	2.5	-14	-11	5	-2	0	6
C=C1CCC2[C@](C)(CO[C@@H]3O[C@H](CO)[C@@H](O)[C@H](O)[C@H]3O)CCC[C@@]2(C)[C@@H]1CCC1=CCOC1=O (stereo partly drawn) reads -1	-4	-1	2.6	-27	-13	-9	23	x	x
CCCC(=O)Nc1ccc2nc(SCC(=O)Nc3nccs3)sc2c1 reads -2	-3	x	-0.5	-8	-41	-1	0	0	1
CCOc1ccc(NC(=O)c2ccc(NC(=O)c3cn4c5c(c(N6CCN(C)CC6)c(F)cc5c3=O)OCC4C)cc2)cc1 (stereo not drawn) reads 1	-5	-8	0.9	3	25	5	-11	x	6

(further entries)
SMILES | V-ATPase pH | dFosB activator | Wnt act | CDK5 inh | HTR5A inv ctr | SR-BI DiI inh | HTR5A ag ctr | PvdQ inh | NSD2 HMT inh | MITF act
O=C(CSc1nnc(-c2ccc(F)cc2)o1)N1CCCC1 | -1 | -5 | 5 | 1.2 | 18 | -5 | 0 | -11 | -5 | 40
O=C(Nc1nc2c(Br)cc(Br)cc2c(=O)s1)c1ccco1 | 0 | -2 | 1 | 0.8 | 13 | -16 | -4 | -6 | 0 | x
COc1ccc(CCNC(=O)c2ccc(CS(=O)(=O)c3ccc(Cl)cc3)o2)cc1OC | 5 | -8 | x | -0.8 | 11 | 22 | -1 | -13 | -5 | -22
Cc1ccc(NC(=O)c2ccc(Cl)c(S(=O)(=O)N3CCCC3)c2)nc1 | -2 | -6 | -1 | 0.5 | -18 | -1 | 3 | -12 | 1 | 2
COc1cc(/C=N\NC(=O)c2ccc(C)nc2)ccc1OC(=O)c1cccc(F)c1 | -1 | 15 | -2 | -0.9 | -22 | x | 7 | -9 | 1 | 14
CCn1nc(CC(=O)Nc2nnc(CC(=O)N3CCCC3)s2)c2ccccc2c1=O | -2 | 3 | 0 | 1.3 | -23 | 5 | 0 | 4 | -3 | 1
COc1cccc(NC(=O)COc2cc(O)c3c(c2)OC(C)(C)CC3=O)c1 | -3 | -11 | -1 | -1.3 | 21 | 14 | 3 | -12 | x | 63
O=C(OCc1cncs1)c1ccccc1Cl | -1 | 2 | -2 | -0.9 | -40 | 5 | 9 | -6 | 1 | -2
CCC/C(O)=C1\C(=O)CC(c2ccccc2)CC1=NC(C)C(=O)O (stereo not drawn) | 2 | -3 | -2 | 0.4 | -3 | -36 | 3 | -6 | -4 | 4
